# PKA-R1A activ: activators of PKA-R1A holoenzyme, primary screen, biochemical, fluorescence polarization, Cy5-IP20, bovine R1A, mouse PKAc; cAMP-dependent protein kinase type I-alpha regulatory subunit (Bos taurus) + …; PKA-R1A dissociation; scaled: DMSO 0%, 113 µM cGMP 100%; activation, % at 11.4 µM; 340,000 tested, 0.083% active; AID 504707, 2011;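 active means percent activation above the mean of all tested compounds plus 3 SD, cut at about 19% in these data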;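 further: higher means more PKAc released from R1A so a rise in polarization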
# AddAB inh: growth inhibition of E. coli expressing H. pylori AddAB, primary screen, AddAB inhibitor project, absorbance | 330,000 tested, 0.29% active | inhibition, % at 11.9 µM; in the data active means inhibition above about 12%;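 further: 0% = vehicle wells of infected cells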
# Ecoli viability: E. coli V3065 growth inhibition, primary screen, counter-screen for AddAB inhibitor project, absorbance, OD600; 330,000 tested, 0.27% active; inhibition, % at 11.9 µM; 18 h; AID 449728, 2010;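 active means inhibition above the campaign's mean inhibition across all tested compounds plus 3 SD, cut at about 9.9% in these data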;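 further: uninfected addAB+ strain grown without phage in ampicillin broth; 0% = DMSO wells and 100% = ciprofloxacin 0.95 µg/ml wells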
# DSG3 Ab inh: inhibitors of pemphigus antibody binding to DSG3, primary screen, biochemical, bead-based, flow cytometry, scFv-GFP; binding (percent of control), % at 10 µM; 310,000 tested, 0.48% active; DSG3-coupled beads, scFv-anti-DSG3-GFP binding; hits give low values; AID 588358, 2011;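 active means binding more than 3 SD below its plate's average and above zero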;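 further: hits lower antibody fragment binding to DSG3; some compounds called inactive have numbers as strong as hits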
# MOR-DOR ag: agonists of OPRM1-OPRD1 heterodimerization, primary screen, cell-based, luminescence; Mu-type opioid receptor (Homo sapiens) + Delta-type opioid receptor (Homo sapiens), …; AID 504326, 2011; activation, % at 9.3 µM; cells; 340,000 tested, 0.3% active; in the data active means activation above about 18%;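 further: 0% = vehicle-treated cells and 100% = reference agonist; values of inactives mirror those of a sister screen read the other way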
# Target sequence (P35372 whole entry, looked up): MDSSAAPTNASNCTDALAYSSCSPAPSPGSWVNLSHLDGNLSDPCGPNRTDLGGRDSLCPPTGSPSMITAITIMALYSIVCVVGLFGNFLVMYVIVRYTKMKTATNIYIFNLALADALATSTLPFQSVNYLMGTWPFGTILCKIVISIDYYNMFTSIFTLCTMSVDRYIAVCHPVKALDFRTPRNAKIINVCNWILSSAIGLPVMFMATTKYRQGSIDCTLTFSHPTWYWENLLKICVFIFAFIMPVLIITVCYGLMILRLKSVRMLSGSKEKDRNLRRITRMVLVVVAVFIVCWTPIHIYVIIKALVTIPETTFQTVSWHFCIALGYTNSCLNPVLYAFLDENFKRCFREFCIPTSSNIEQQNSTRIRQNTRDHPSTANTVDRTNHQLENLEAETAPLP
# Target sequence (P41143 whole entry, looked up): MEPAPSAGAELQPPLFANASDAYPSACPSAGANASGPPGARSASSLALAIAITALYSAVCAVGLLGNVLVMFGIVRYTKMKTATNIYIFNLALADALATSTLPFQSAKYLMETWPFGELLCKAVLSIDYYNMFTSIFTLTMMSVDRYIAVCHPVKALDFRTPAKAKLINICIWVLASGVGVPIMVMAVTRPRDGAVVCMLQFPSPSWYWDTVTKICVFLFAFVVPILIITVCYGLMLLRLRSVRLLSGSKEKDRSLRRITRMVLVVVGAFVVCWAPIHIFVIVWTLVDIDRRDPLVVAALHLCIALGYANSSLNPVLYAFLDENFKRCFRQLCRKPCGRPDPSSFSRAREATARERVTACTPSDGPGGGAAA
# Tat transport: E. coli Tat export inhibitors, primary screen, MC4100, TorA-mCherry reporter, fluorescence, single point | inhibition, % at 10 µM | 340,000 tested, 0.036% active;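 active means mean replicate inhibition at least 50% and at least half of replicates individually reaching 50%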;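 further: exported cargo escapes ClpAP degradation while cytoplasmic cargo is degraded and loses fluorescence; 0% = median of neutral control wells and 100% = median of NaSCN control wells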
# Mot1-301 SUMO: yeast Mot1-301 growth rescue at high temperature, primary screen, SUMOylation pathway inhibitor project, S. cerevisiae, ATP luminescence, 38.5C; 320,000 tested, 1% active; AID 2716, 2010; S. cerevisiae Mot1-301 growth rescue; percent above DMSO median, 100 means doubled; growth rescue, % at 18.8 µM;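 active means every valid replicate shows activation above 250% relative to neutral control wells; inactive means the rest, any valid replicate at or below 250%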;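 further: OY570 slx delta 5 strain wells were the positive control but not used for scaling; some compounds called inactive have numbers as strong as hits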
# MOR-DOR inv ag: inverse agonists of MOR-DOR heterodimerization, primary screen, cell-based, luminescence | Mu-type opioid receptor (Homo sapiens) + Delta-type opioid receptor (Homo sapiens), … | cell-based MOR-DOR heterodimer luminescence, inverse agonism | inhibition, % at 9.3 µM | 340,000 tested, 0.21% active | AID 504357, 2011; in the data active means inhibition above about 22%, passing the limit was not always enough;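 further: 0% = cells with DMSO and 100% = wells without cells with DMSO; values of inactives mirror those of a sister screen read the other way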
# PfHsp90 set2: growth inhibition of PfHsp90-expressing yeast, primary screen, antimalarial PfHsp90 inhibitor project, S. cerevisiae, BacTiter-Glo luminescence, single point, set 2; BacTiter-Glo ATP, 48 h; yeast lacking PDR1 and PDR3 efflux regulators; inhibition, % at 9.4 µM; 310,000 tested, 0.32% active; AID 504621, 2011;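 active means every replicate shows inhibition above about 80%, whatever the replicate mean, limit read from the data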;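 further: 0% = DMSO neutral controls and 100% = 20 µM radicicol positive controls; yeast relying on Plasmodium falciparum Hsp90 in place of its own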
# Arrestin-AP2 inh: inhibitors of beta-arrestin/AP2 binding, primary screen, biochemical, GPCR trafficking, flow cytometry; beta-arrestin 1 C-terminal peptide binding to AP2 beta2-adaptin appendage (human); FITC-arrestin peptide / GST-AP2 beads; AP2 beta2 appendage carries R879A mutation; inhibition, % at 10 µM; 340,000 tested, 0.31% active; AID 504490, 2011;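 active means inhibition above a set limit, near 3 SD of compounds lacking own fluorescence, cut at about 54% in these data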;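 further: plate controls were DMSO wells for no effect and 5 µM unlabelled arrestin peptide for full effect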
#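 Assay system: GST-AP2 R879A bound to glutathione beads, E. coli-expressed; Medium: PBS with 0.05% Tween 20 and 0.1% BSA; Also added: fluorescein-tagged arrestin peptide at 50 nM final; Timing: 12 min plus 1 h, RT; Measured by: flow cytometry, FL1 (488/535 nm); Evaluation: percent drop in bead-associated FITC signal.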
# phage Ecoli inh: growth loss of phage-infected E. coli, primary screen, RecBCD inhibitor project, absorbance, with phage, HTS; inhibition, % at 11.9 µM; 360,000 tested, 0.26% active; in the data active means inhibition above about 11%
# Numbers without * were called inactive; / = not tested or not shown.
SMILES,PKA-R1A activ,AddAB inh,Ecoli viability,DSG3 Ab inh,MOR-DOR ag,Tat transport,Mot1-301 SUMO,MOR-DOR inv ag,PfHsp90 set2,Arrestin-AP2 inh,phage Ecoli inh
O=C(CCc1ccc(S(=O)(=O)N2CCOCC2)cc1)OCC(=O)c1ccc(Br)cc1,3,3.0,2.9,/,-4.8,-8,-26,18,-6,6,7.2
COc1ccc(NC(=O)C(=O)NCCCn2ccnc2)cc1,-2,0.3,1.4,116,-2.3,2,5,11,/,22,0.6
CCN(CC(=O)Nc1c(F)cccc1F)C(=O)c1csc2c1CCCC2,6,3.4,1.6,104,0.1,1,516,-1,5,24,4.3
Nn1c(SCC(=O)Nc2nccs2)nnc1-c1ccco1,0,/,/,99,-2.8,1,/,15,/,-2,2.4
Cc1ccc(NC(=O)CN2CCCC2c2cccs2)cc1S(=O)(=O)N1CCCCC1 (centres undefined),-15,1.7,-0.3,104,-0.9,2,11,4,-1,25,0.1
CCOC(=O)/C(N)=C/c1ncc(C(F)(F)F)cc1Cl,2,0.6,2.0,99,6.9,2,12,-35,-14,-3,-0.4
Cc1cccc(-n2ncc3c(N(C)C4CCCCC4)ncnc32)c1,1,-1.6,0.9,102,3.2,1,-8,-18,-15,-3,0.4
CCCCC(=O)Nc1ccc(C(=O)NNC(=O)CCCOc2ccc(Cl)cc2Cl)cc1,-11,0.8,-2.9,116,-2.8,-3,-12,15,5,-4,2.6
COc1cccc(C(=O)NC2CCN(CC(=O)Nc3ccccc3Cl)CC2)c1,12,-0.6,0.2,108,-2.4,-4,9,11,4,-9,0.7
NC(=O)c1c(NC(=O)c2ccccc2)sc2c1CCCC2,-6,3.6,-0.4,64*,-0.5,0,0,2,-7,35,1.4

# DSG3 Ab inh: hit marks shown above
SMILES,PKA-R1A activ,DSG3 Ab inh,MOR-DOR ag,Tat transport,Mot1-301 SUMO,MOR-DOR inv ag,Arrestin-AP2 inh,phage Ecoli inh
NC(=O)c1c(NC(=O)c2ccccc2)sc2c1CCCC2,-6,64*,-0.5,0,0,2,35,1.4

# Arranged by count of non-hydrogen atoms (smallest number first): some entries from above.
SMILES,PKA-R1A activ,AddAB inh,Ecoli viability,DSG3 Ab inh,MOR-DOR ag,Tat transport,Mot1-301 SUMO,MOR-DOR inv ag,PfHsp90 set2,Arrestin-AP2 inh,phage Ecoli inh
NC(=O)c1c(NC(=O)c2ccccc2)sc2c1CCCC2,-6,3.6,-0.4,64*,-0.5,0,0,2,-7,35,1.4
COc1ccc(NC(=O)C(=O)NCCCn2ccnc2)cc1,-2,0.3,1.4,116,-2.3,2,5,11,/,22,0.6
Cc1cccc(-n2ncc3c(N(C)C4CCCCC4)ncnc32)c1,1,-1.6,0.9,102,3.2,1,-8,-18,-15,-3,0.4
CCN(CC(=O)Nc1c(F)cccc1F)C(=O)c1csc2c1CCCC2,6,3.4,1.6,104,0.1,1,516,-1,5,24,4.3
COc1cccc(C(=O)NC2CCN(CC(=O)Nc3ccccc3Cl)CC2)c1,12,-0.6,0.2,108,-2.4,-4,9,11,4,-9,0.7
O=C(CCc1ccc(S(=O)(=O)N2CCOCC2)cc1)OCC(=O)c1ccc(Br)cc1,3,3.0,2.9,/,-4.8,-8,-26,18,-6,6,7.2

# (cont.)
SMILES,PKA-R1A activ,AddAB inh,Ecoli viability,DSG3 Ab inh,MOR-DOR ag,Tat transport,Mot1-301 SUMO,MOR-DOR inv ag,PfHsp90 set2,Arrestin-AP2 inh,phage Ecoli inh
Cc1cc(C(F)(F)F)c2c(N)c(C(=O)NC3CC3)sc2n1,0,1.3,0.9,108,-2.0,-2,13,10,11,-1,2.3
CSCCC(NC(=O)c1ccc([N+](=O)[O-])cc1Cl)C(=O)OC1CCCCC1=O (centres undefined),-1,1.5,1.3,106,0.5,7,17,-3,11,-5,1.8
COc1ccc(C2NC(=O)N(C)C3=C2C(=O)CC(C)(C)C3)cc1OC (centres undefined),6,0.2,2.5,94,-1.6,7,3,11,-7,1,3.6
CCOCCCNS(=O)(=O)c1ccc2c(c1)CCN2C(C)=O,1,-0.2,1.2,/,-2.2,-8,6,13,-10,7,3.1
O=C(NC(=S)Nc1ccccn1)c1ccccc1,3,-1.6,-1.9,107,-3.1,-4,-5,14,26,-1,1.4
Cn1cccc1/C=C1\SC(=S)N(NC(=O)c2cccc(Cl)c2)C1=O,-6,4.0,2.1,126,-2.1,6,26,11,27,3,3.8
C=CC[C@H](CC(=O)N(CCO)Cc1ccccc1)C(=O)NCCOC(=O)[C@H](CC=C)CC(=O)OC(C)(C)C,-13,1.9,-3.4,93,-3.2,16,/,15,3,-4,1.4
Cc1ccc(S(C)(=O)=N/C=C2\C(=O)c3sccc3N(C)S2(=O)=O)cc1 (centres undefined),-9,-1.3,-2.0,114,-3.0,-5,-15,16,-5,-13,0.1
Nc1nonc1-c1nc2ccccc2n1CC(=O)O,-2,-0.7,-1.4,95,-2.9,-4,5,16,6,-1,1.4
O=C(Cc1ccccc1F)NCC(c1ccco1)N1CCCCC1 (centres undefined),-3,2.2,0.5,113,-1.4,-1,-14,7,-4,1,3.1
C/C=C/C=C/C(=O)N1CC2(CC(c3cccc(NC(=O)/C=C/C)c3)=NO2)C[C@@H]1C(N)=O (some centres undefined),-2,-3.0,-1.6,95,-1.9,-6,-7,11,9,-3,2.2
Cc1cccc(NC(=O)c2ccc(C)c(S(=O)(=O)N3CCCCC3)c2)n1,-2,-1.0,0.3,106,-0.6,1,17,4,2,-13,-2.9
CCN(c1cccc(C)c1)S(=O)(=O)c1ccc2c(c1)N(C(C)=O)CCS2,2,2.6,-3.4,96,0.3,4,/,-1,5,39,0.9
COc1ccc(-c2ccc3oc(-c4ccc(OC)cc4)c(C#CCO)c3c2)cc1,0,2.3,-1.2,101,1.2,-2,-11,-7,3,5,2.9
Cc1c(Cl)cccc1NS(=O)(=O)c1cccc2nsnc12,-1,-1.1,-2.4,100,0.1,2,46,0,18,20,2.4
CSc1nc(-c2ccccc2)nn1S(=O)(=O)c1ccc(Cl)cc1,-8,0.9,-2.4,106,1.8,-1,7,-9,6,3,3.6
Oc1ccc(Cl)cc1CNCc1ccc(Cl)cc1,-1,3.9,0.3,97,5.4,-3,15,-30,-10,11,4.6
CCCN(C(=O)CSCc1c(C)noc1C)c1c(N)n(Cc2ccccc2)c(=O)[nH]c1=O,-11,0.8,0.0,102,-2.1,-1,18,13,/,-1,1.9
CCN1C(=NCC2CC2)N[C@@H](c2cccc(C(F)(F)F)c2)C(C(=O)OC)=C1C,6,1.8,-0.9,112,-0.7,7,399,4,-13,-7,/
O=C(CN1C(=O)NC2(CCCCCCC2)C1=O)Nc1cccc(Br)c1,-10,3.7,0.8,/,-1.0,5,10,4,5,2,3.2
O=C(OCC(=O)N1CCOCC1)c1cc(S(=O)(=O)N2CCOCC2)c(Cl)cc1Cl,-2,-2.3,0.3,/,-4.7,-9,/,17,7,15,3.1
O=C(Nc1cc(Cl)ccc1N1CCOCC1)C1=COCCO1,-5,-1.0,0.2,112,0.9,-1,-14,-6,11,-8,3.3
CC1CCCCC1NC(=O)CN1CCC(NC(=O)c2cccc(F)c2)CC1 (centres undefined),-9,1.4,-0.9,122,-0.4,7,39,2,2,5,1.8
Cc1[nH]c2ccccc2c1/C=N/NC(=O)CNC(=O)c1ccccc1,-9,3.2,1.5,104,-3.1,3,-16,16,-7,5,-0.1
CCCCN1C(N)=NC[C@H]1Cc1ccc(O)cc1,-2,-1.3,-1.7,103,-2.0,-8,-16,11,/,-1,0.0
Cc1ccc(NC(=O)C2CCN(S(=O)(=O)c3cccnc3)CC2)cc1C,10,4.3,1.9,96,-3.0,-6,-13,15,32,-6,4.6
O=Nc1[nH]c(=O)c(/C=C(\O)c2ccccc2)nc1NO,-4,/,/,90,-0.8,2,8,4,11,19,2.0
COc1ccc(NC(=O)/C=C/c2ccc(F)cc2)cn1,0,0.5,0.3,84,0.7,-1,541,-5,-2,-4,4.2
CCOc1ccc(C(=O)Nc2ccc3c(c2)OCCO3)cc1,1,1.1,4.4,103,-2.3,-4,-11,11,-14,-2,3.8
COc1cc(C(=O)Nc2cccc(-c3nc4cc(C)ccc4o3)c2C)cc(OC)c1OC,15,-1.7,-2.2,80*,14,2,-1,-69,-3,1,2.0
CCCCn1c(N)c(N(CCC(C)C)C(=O)c2ccccc2C)c(=O)[nH]c1=O,-10,0.7,-0.9,90,-1.7,-1,-3,12,5,-3,-2.5
O=C(CSc1nnc(Nc2ccccc2F)s1)NCc1ccco1,-14,/,/,111,-2.9,10,/,14,-7,15,-0.1
Cc1cccc(C(=O)c2ccccc2C(=O)O)c1,0,0.2,0.7,105,-1.1,0,0,6,23,42,1.9
O=c1ccc(-c2n[nH]c(=S)n2-c2ccc(F)c(Cl)c2)n[nH]1,-2,3.1,-1.1,99,-1.9,-4,2,10,7,-23,5.8
Cc1cc(C)c(S(=O)(=O)NCCCN2CCOCC2)cc1Br,-2,2.5,-3.2,88,-0.7,7,79,4,-4,-6,0.7
CC1(C)C2CCC1(CS(=O)(=O)NCc1ccc(S(N)(=O)=O)cc1)C(=O)C2 (centres undefined),9,1.3,-1.2,106,-1.5,0,11,9,17,2,2.1
Cc1cc(C(=O)N2CC(C)CC(C)C2)n(-c2ccccc2)n1 (centres undefined),-2,1.6,0.3,102,2.2,-2,4,-12,4,-15,0.4
CCc1ccc(CCC(=O)Nc2sc3c(c2C#N)CCCC3)o1,2,0.2,-0.6,101,-0.9,4,-2,5,/,6,0.6
O=C(N/N=C/c1ccc(F)cc1)c1cccc(NC(=O)c2ccccc2Cl)c1,-4,4.0,0.0,100,-2.5,-16,3,13,20,-3,-0.1
CCn1c(NC)cc(=O)n(C)c1=O,-3,2.2,-0.3,109,-3.6,-3,-8,18,-11,0,0.2
